High-throughput results as filed in PubChem BioAssay.
MCL1-BIM inh = inhibitors of human MCL1 binding to BIM-BH3 peptide; Q07820; GST-MCL1 / FITC-Bim-BH3 fluorescence polarization; inhibition, % at 10.9 µM; actives 0.68% (n = 320,000); AID 2057;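 active = inhibition above the mean inhibition of all tested compounds plus 3 SD, set per campaign, cut at about 40% in these data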;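 also: 0% = DMSO wells and 100% = unlabeled Bim-BH3 peptide control; higher means more loss of mP so more displacement of Bim peptide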
Target sequence (Q07820 whole entry, looked up): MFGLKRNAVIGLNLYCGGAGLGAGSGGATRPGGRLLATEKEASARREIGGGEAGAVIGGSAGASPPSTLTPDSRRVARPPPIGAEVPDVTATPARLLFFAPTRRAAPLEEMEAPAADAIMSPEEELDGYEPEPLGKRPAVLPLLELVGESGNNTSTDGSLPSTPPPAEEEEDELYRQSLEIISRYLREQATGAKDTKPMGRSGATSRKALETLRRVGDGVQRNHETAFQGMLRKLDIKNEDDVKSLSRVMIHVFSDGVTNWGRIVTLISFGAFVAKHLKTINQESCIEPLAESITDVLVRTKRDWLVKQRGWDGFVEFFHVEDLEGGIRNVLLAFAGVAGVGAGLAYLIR
GLD-1 RNA inh = GLD-1-TGE RNA interaction inhibition (C. elegans) | inhibition, % at 5.96 µM | Q17339 | purified GLD-1 + fluorescein TGE RNA, fluorescence polarization | actives 0.44% (n = 320,000);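 active = percent inhibition above a per-plate cutoff, the plate mean of test compounds plus 3 SD, cut at about 30% in these data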;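 also: 0% = DMSO wells with GLD-1 and probe and 100% = wells lacking GLD-1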
AHR activator = activates the human aryl hydrocarbon receptor; actives 2.5% (n = 320,000); P35869; AID 2796; AHR-responsive luciferase reporter cells, luminescence; activation, % at 5 µM; in the data active = activation above about 47%;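 also: 0% = vehicle wells and 100% = reference agonist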
Fam108B inh = Fam108B inhibition, counter-screen for RBBP9 inhibitors; recombinant Fam108B, FP-Rh probe fluorescence polarization; inhibition, % at 9.51 µM; actives 0.33% (n = 300,000);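 active = inhibition above the screen mean inhibition plus 3 SD, computed separately per campaign, cut at about 18% in these data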;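 also: inhibitors lower polarization as less probe binds the enzyme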
PME-1 inh = PME-1 (human) inhibition; Q9Y570; recombinant PME-1, FP-Rh probe fluorescence polarization; inhibition, % at 5.9 µM; actives 0.53% (n = 320,000);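 active = inhibition above the campaign mean of all compounds plus 3 SD, cut at about 26% in these data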;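 also: competitive labeling of PME-1 active site by serine hydrolase directed probe; 0% = PME-1 with DMSO and 100% = wells lacking PME-1 enzyme; inhibitors block probe labeling so polarization falls and inhibition rises; many of its hits are not listed in these tables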
Target sequence (Q9Y570 whole entry, looked up): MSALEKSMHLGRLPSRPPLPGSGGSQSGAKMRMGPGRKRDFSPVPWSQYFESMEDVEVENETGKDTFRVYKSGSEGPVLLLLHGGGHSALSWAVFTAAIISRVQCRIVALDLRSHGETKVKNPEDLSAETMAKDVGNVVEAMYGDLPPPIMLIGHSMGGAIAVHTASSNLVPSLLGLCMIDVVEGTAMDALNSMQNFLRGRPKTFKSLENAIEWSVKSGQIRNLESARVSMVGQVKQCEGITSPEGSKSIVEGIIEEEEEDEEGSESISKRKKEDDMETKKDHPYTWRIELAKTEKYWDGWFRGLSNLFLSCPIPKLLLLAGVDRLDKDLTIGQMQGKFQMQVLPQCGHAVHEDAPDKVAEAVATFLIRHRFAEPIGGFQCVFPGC
PAFAH1B2 FP inh = inhibitors of human PAFAH1B2; P68402; recombinant PAFAH1B2, FP-rhodamine activity probe, fluorescence polarization; inhibition, % at 3.39 µM; actives 1.2% (n = 340,000);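 active = inhibition above the mean of all tested compounds plus 3 SD, cut at about 24% in these data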;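 also: 0% = enzyme with DMSO and 100% = wells lacking PAFAH1B2; many of its hits are not listed in these tables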
MEX-5 binding = C. elegans MEX-5 TCR-2 RNA binding activity | MEX-5/FITC-TCR2 RNA binding, fluorescence polarization; hits give low values | activity score (negative = inhibition of binding), % at 10 µM | actives 0.38% (n = 300,000);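 active = inhibition past about -25% in most replicates, and total fluorescence under double the plate's negative control median, limit read from the data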;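 also: 0% = DMSO and -100% = 5 µM competing unlabeled TCR2 RNA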
Bcl-xL primary = Bcl-xL (human) inhibition | Q07817 | GST-Bcl-xL / FITC-Bim BH3 peptide fluorescence polarization | inhibition, % at 10.9 µM | actives 0.7% (n = 320,000);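 active = inhibition above the mean of all tested compounds plus 3 SD, cutoff set per campaign, cut at about 30% in these data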;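 also: 0% = DMSO wells and 100% = unlabeled Bim-BH3 peptide competitor; inhibitors lower millipolarization by displacing the labeled peptide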
Target sequence (Q07817 whole entry, looked up): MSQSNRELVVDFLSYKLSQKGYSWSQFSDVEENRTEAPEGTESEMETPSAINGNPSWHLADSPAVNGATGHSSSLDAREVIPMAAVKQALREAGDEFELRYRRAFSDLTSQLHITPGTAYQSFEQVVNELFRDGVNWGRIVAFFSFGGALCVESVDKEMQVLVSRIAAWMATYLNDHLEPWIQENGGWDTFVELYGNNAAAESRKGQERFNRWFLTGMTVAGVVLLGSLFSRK
pPAFAH inh = inhibitors of human plasma PAF acetylhydrolase (pPAFAH); actives 1.5% (n = 330,000); recombinant pPAFAH, FP-rhodamine probe fluorescence polarization; inhibition, % at 3.39 µM; Q13093;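 active = inhibition above the mean inhibition across the screen plus 3 SD, cut at about 25% in these data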;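 also: inhibitors block binding of the rhodamine activity-based probe so polarization drops; 0% = enzyme with DMSO and 100% = wells lacking pPAFAH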
An asterisk follows results filed as active.

O=C(O)CCN1C(=O)/C(=C\c2cccc(Oc3ccccc3)c2)SC1=S was read as MCL1-BIM inh 27, GLD-1 RNA inh 3, AHR activator -2, Fam108B inh 2, PME-1 inh 19, PAFAH1B2 FP inh 28*, MEX-5 binding -12, Bcl-xL primary 17 and pPAFAH inh 36*.
Screening CCOC(=O)Cc1csc(NC(=O)CSc2nnnn2-c2ccc(CC)cc2)n1 returned MCL1-BIM inh -2, GLD-1 RNA inh 5, AHR activator -1, Fam108B inh -2, PME-1 inh 5, PAFAH1B2 FP inh 7, MEX-5 binding -2.7, Bcl-xL primary 0 and pPAFAH inh 2.
For NS(=O)(=O)c1ccc(NC(=O)COC(=O)C2CCCCC2)cc1 the results were MCL1-BIM inh -9, GLD-1 RNA inh -3, AHR activator 0, Fam108B inh 2, PME-1 inh 12, PAFAH1B2 FP inh 2, MEX-5 binding 3.2, Bcl-xL primary 1 and pPAFAH inh 9.
For Brc1ccc(Sc2cnc3ccccc3n2)cc1 the results were MCL1-BIM inh -6, GLD-1 RNA inh 7, AHR activator 2, Fam108B inh -1, PME-1 inh 4, PAFAH1B2 FP inh 5, MEX-5 binding 1.9, Bcl-xL primary 0 and pPAFAH inh 7.
For Cc1ccccc1C(=O)c1cccn1CC(=O)NC1CCCC(C)C1C (configuration not stated) the results were MCL1-BIM inh 6, GLD-1 RNA inh -1, AHR activator 5, Fam108B inh -3, PME-1 inh 1, PAFAH1B2 FP inh 8, MEX-5 binding 1.8, Bcl-xL primary 4 and pPAFAH inh -3.
CCN(CC)c1ccc(NC(=S)NC(=O)C2CCC2)cc1 was read as MCL1-BIM inh 4, GLD-1 RNA inh 1, AHR activator -1, Fam108B inh 4, PME-1 inh 4, PAFAH1B2 FP inh 2, MEX-5 binding 0.9, Bcl-xL primary 6 and pPAFAH inh 6.
CC1=CC(=O)N(c2cccc(C(F)(F)F)c2)C1c1ccc(Cl)cc1 (configuration not stated) was read as MCL1-BIM inh 1, GLD-1 RNA inh 2, AHR activator -2, Fam108B inh 5, PME-1 inh -6, PAFAH1B2 FP inh 8, MEX-5 binding 0.6, Bcl-xL primary -2 and pPAFAH inh 6.
For CC(C)C(=O)Nc1cccc(NC(=O)CCN2C(=O)c3ccccc3S2(=O)=O)c1 the results were MCL1-BIM inh 5, GLD-1 RNA inh 7, AHR activator 3, Fam108B inh 0, PME-1 inh -3, PAFAH1B2 FP inh 0, MEX-5 binding 2.6, Bcl-xL primary -1 and pPAFAH inh -3.
Screening O=C(NCCS(=O)(=O)NCc1ccc(F)cc1)c1ccc2c(c1)OCO2 returned MCL1-BIM inh -1, GLD-1 RNA inh 6, AHR activator 2, Fam108B inh -1, PME-1 inh -4, PAFAH1B2 FP inh 6, MEX-5 binding -2.2, Bcl-xL primary 2 and pPAFAH inh 4.
For COc1cccc(OCC(=O)Nc2c3c(nn2-c2ccc(F)cc2)CS(=O)(=O)C3)c1 the results were MCL1-BIM inh 9, GLD-1 RNA inh 5, AHR activator 1, Fam108B inh 4, PME-1 inh 1, PAFAH1B2 FP inh -2, MEX-5 binding 1.5, Bcl-xL primary 6 and pPAFAH inh 7.
Screening C(#CCN1CCOCC1)COCCCOC(c1ccccc1)c1ccccc1 returned MCL1-BIM inh 8, GLD-1 RNA inh 5, AHR activator 0, Fam108B inh 3, PME-1 inh 0, PAFAH1B2 FP inh 5, MEX-5 binding 0.7, Bcl-xL primary 0 and pPAFAH inh 2.
Screening O=C(CSCc1nc2ccccc2[nH]1)Nc1ccccc1 returned MCL1-BIM inh -5, GLD-1 RNA inh -4, AHR activator 4, Fam108B inh -1, PME-1 inh 6, PAFAH1B2 FP inh 1, MEX-5 binding -0.2, Bcl-xL primary 2 and pPAFAH inh -2.
`CCOc1ccc2nc(N/C(N)=N/C(=S)Nc3cccc(C)c3)nc(C)c2c1` gave MCL1-BIM inh 6, GLD-1 RNA inh -2, AHR activator -1, Fam108B inh -3, PME-1 inh -1, PAFAH1B2 FP inh -3, MEX-5 binding 1.6, Bcl-xL primary 0 and pPAFAH inh -1.
For Cc1c(CN(C)C(=O)c2ccc(Br)o2)cnn1C the results were MCL1-BIM inh 3, GLD-1 RNA inh 10, AHR activator 2, Fam108B inh 4, PME-1 inh 3, PAFAH1B2 FP inh 4, MEX-5 binding 1.0, Bcl-xL primary 6 and pPAFAH inh 1.
For Cc1ccc(-c2cc(C(=O)NCCCN3CCOCC3)c3ccccc3n2)cc1C the results were MCL1-BIM inh 1, GLD-1 RNA inh 7, AHR activator 12, Fam108B inh -4, PME-1 inh -8, PAFAH1B2 FP inh 6, MEX-5 binding -1.4, Bcl-xL primary 1 and pPAFAH inh 3.
For CCCCOc1[nH]c2nc(-c3ccco3)n(Cc3ccco3)c(=N)c2c1C#N the results were MCL1-BIM inh 163*, GLD-1 RNA inh 107*, AHR activator 43, Fam108B inh 20*, PME-1 inh 14, PAFAH1B2 FP inh 12, MEX-5 binding -0.8, Bcl-xL primary 140* and pPAFAH inh 57*.
COC(=O)c1ccc(C(=O)OC)c(NC(=O)CSCC(=O)O)c1 was read as MCL1-BIM inh 5, GLD-1 RNA inh -7, AHR activator 8, Fam108B inh 0, PME-1 inh 4, PAFAH1B2 FP inh 8, Bcl-xL primary 2 and pPAFAH inh 2.
`Cc1ccc(NC(=O)C2CC(=O)n3c(nc4ccccc43)N2)cc1Cl` (configuration not stated) gave MCL1-BIM inh 6, GLD-1 RNA inh -3, AHR activator 6, Fam108B inh -12, PME-1 inh -12, PAFAH1B2 FP inh -4, MEX-5 binding -1.4, Bcl-xL primary -2 and pPAFAH inh -7.
For Cc1cc(=O)c(C(=O)O)nn1-c1ccccc1[N+](=O)[O-] the results were MCL1-BIM inh -1, GLD-1 RNA inh 0, AHR activator -1, Fam108B inh 0, PME-1 inh -7, PAFAH1B2 FP inh 1, MEX-5 binding 0.5, Bcl-xL primary 3 and pPAFAH inh 3.
Screening CCOC(=O)N1CCN(c2cccc(C)c2C)CC1 returned MCL1-BIM inh -5, GLD-1 RNA inh 0, AHR activator -3, Fam108B inh -1, PME-1 inh -3, PAFAH1B2 FP inh -2, MEX-5 binding -0.7, Bcl-xL primary -1 and pPAFAH inh 3.
Screening Cc1ccc(C(=O)NC(C)C2CCCO2)o1 (configuration not stated) returned MCL1-BIM inh 5, GLD-1 RNA inh 4, AHR activator 2, Fam108B inh 0, PME-1 inh -2, PAFAH1B2 FP inh 0, MEX-5 binding -2.7, Bcl-xL primary 5 and pPAFAH inh 2.
Screening C[C@@H](NC(=O)c1coc(=O)c(Br)c1)c1ccccc1 returned MCL1-BIM inh 6, GLD-1 RNA inh 10, AHR activator 1, Fam108B inh 2, PME-1 inh 3, PAFAH1B2 FP inh 5, MEX-5 binding 0.6, Bcl-xL primary 6 and pPAFAH inh 2.
CC(C)CNS(=O)(=O)c1cc(C(=O)O)c(Cl)cc1Cl was read as MCL1-BIM inh 0, GLD-1 RNA inh 1, AHR activator -1, Fam108B inh -1, PME-1 inh -7, PAFAH1B2 FP inh 9, MEX-5 binding 1.3, Bcl-xL primary 2 and pPAFAH inh -6.
NC(=O)C1CCN(c2ccnc3cc(Cl)ccc23)CC1 was read as MCL1-BIM inh 2, GLD-1 RNA inh 1, AHR activator 2, Fam108B inh -3, PME-1 inh -3, PAFAH1B2 FP inh 0, MEX-5 binding -2.6, Bcl-xL primary 7 and pPAFAH inh 4.
`O=C(NCc1ccco1)C1CCN(Cc2ccc(F)cc2)CC1` gave MCL1-BIM inh 5, GLD-1 RNA inh 1, AHR activator 3, Fam108B inh -1, PME-1 inh -4, PAFAH1B2 FP inh 3, MEX-5 binding -0.9, Bcl-xL primary 7 and pPAFAH inh -1.
Screening CCOC(=O)c1c(NC(=O)CSc2nc3ccc(OC)cc3[nH]2)sc2c1CC(C)(C)NC2(C)C returned MCL1-BIM inh -4, GLD-1 RNA inh 1, AHR activator 2, Fam108B inh 1, PME-1 inh -4, PAFAH1B2 FP inh 0, MEX-5 binding 2.1, Bcl-xL primary -4 and pPAFAH inh 13.
For CC1(C)C=C2C(=NN(c3ccccc3)C(N)=C2C#N)CO1 the results were MCL1-BIM inh 33, GLD-1 RNA inh 17, AHR activator -1, Fam108B inh 7, PME-1 inh 13, PAFAH1B2 FP inh 12, MEX-5 binding 0.7, Bcl-xL primary 29 and pPAFAH inh 8.
Screening CN(C)c1cccc(C(=O)NC2CCCc3ccccc32)c1 (configuration not stated) returned MCL1-BIM inh 3, GLD-1 RNA inh 0, AHR activator 6, Fam108B inh 6, PME-1 inh 0, PAFAH1B2 FP inh 5, MEX-5 binding 0.1, Bcl-xL primary 3 and pPAFAH inh 4.
CCOC(=O)c1ccc(NC(=O)NC2CCN(CC(=O)NCc3ccc4c(c3)OCO4)CC2)cc1 was read as MCL1-BIM inh 3, GLD-1 RNA inh 3, AHR activator 4, Fam108B inh -4, PME-1 inh 0, PAFAH1B2 FP inh 3, MEX-5 binding 1.9, Bcl-xL primary 1 and pPAFAH inh -2.
Cc1ccnc2c(N3C(=O)C4C5c6ccccc6C(c6ccccc65)C4C3=O)cccc12 (configuration not stated) was read as MCL1-BIM inh 5, GLD-1 RNA inh -1, AHR activator 3, Fam108B inh -5, PME-1 inh -5, PAFAH1B2 FP inh 1, MEX-5 binding 1.1, Bcl-xL primary 7 and pPAFAH inh 2.
For CCCOc1ccc(C2C(C#N)=C(N)Oc3nc[nH]c(=O)c32)cc1OC (configuration not stated) the results were MCL1-BIM inh -2, GLD-1 RNA inh 1, AHR activator 4, Fam108B inh 6, PME-1 inh 0, PAFAH1B2 FP inh 1, MEX-5 binding 0.2, Bcl-xL primary 3 and pPAFAH inh 1.
`CCOc1ccc(S(=O)(=O)n2ccnc2)c2ccccc12` gave MCL1-BIM inh -5, GLD-1 RNA inh 2, AHR activator 3, Fam108B inh -2, PME-1 inh -5, PAFAH1B2 FP inh 2, MEX-5 binding -1.7, Bcl-xL primary 5 and pPAFAH inh 1.
`Cc1cccc(NC(=O)CN(C)S(=O)(=O)c2ccc(Cl)cc2)n1` gave MCL1-BIM inh -5, GLD-1 RNA inh 7, AHR activator 3, Fam108B inh -2, PME-1 inh 4, PAFAH1B2 FP inh 16, MEX-5 binding -1.7, Bcl-xL primary -4 and pPAFAH inh -5.
For COc1ccc(S(=O)(=O)Nc2ccc(F)cc2F)cc1C(=O)N1CCOCC1 the results were MCL1-BIM inh -3, GLD-1 RNA inh -1, AHR activator -4, Fam108B inh 5, PME-1 inh 4, PAFAH1B2 FP inh 3, MEX-5 binding -0.3, Bcl-xL primary 3 and pPAFAH inh 9.
For O=S(=O)(c1ccc2nnn(OCc3ccccc3)c2c1)N1CCOCC1 the results were MCL1-BIM inh -4, GLD-1 RNA inh -3, AHR activator 0, Fam108B inh 4, PME-1 inh 6, PAFAH1B2 FP inh 13, MEX-5 binding 1.3, Bcl-xL primary -2 and pPAFAH inh 0.
`CCOC(=O)c1cnc(-n2nc(C)cc2C)nc1Nc1ccc(N(C)C)cc1` gave MCL1-BIM inh 2, GLD-1 RNA inh 1, AHR activator 24, Fam108B inh 7, PME-1 inh 4, PAFAH1B2 FP inh 6, MEX-5 binding -1.3, Bcl-xL primary 0 and pPAFAH inh 6.
For CN1c2ccsc2C(=O)/C(=C\Nc2cccc(C(F)(F)F)c2)S1(=O)=O the results were MCL1-BIM inh 2, GLD-1 RNA inh 6, AHR activator 4, Fam108B inh -1, PME-1 inh 3, MEX-5 binding -1.7, Bcl-xL primary 3 and pPAFAH inh 2.
COc1ccc(CSc2nncn2N)cc1[N+](=O)[O-] was read as MCL1-BIM inh 2, GLD-1 RNA inh 10, AHR activator 4, Fam108B inh 4, PME-1 inh 0, PAFAH1B2 FP inh 2, MEX-5 binding 1.9, Bcl-xL primary 6 and pPAFAH inh 0.

Some of the compounds tested; count on the stated rates, not on these rows.
